Bioassay records as filed in PubChem BioAssay.
cardiac RTF act – increases calcium sensitivity of human cardiac regulated thin filaments. P19429+P45379. IANBD-labeled TnC RTF fluorescence at EC20 calcium; 0% EC20 calcium, 100% full calcium. activation, % at 7.2 µM. actives 0.24% (n = 340,000). AID 493008;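 active means activation above the mean over all tested compounds plus 3 SD, cut at about 30% in these data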;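 further: rise in fluorescence read as greater calcium sensitivity of cardiac thin filaments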
Rtt109 Vps75 – C. albicans Rtt109 histone acetyltransferase inhibition; AID 540336; purified Rtt109/Vps75, ThioGlo CoA-SH fluorescence, 4 h; actives 0.16% (n = 330,000); inhibition, % at 34.9 µM; Q5AAJ8;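 active means inhibition of at least 50% in every replicate; inconclusive means best replicate reaches 50% inhibition but some replicates fall short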
SR-BI uptake up – activators of SR-BI mediated HDL lipid uptake; actives 0.096% (n = 320,000); CHO ldlA[mSR-BI] cells, DiI-HDL uptake fluorescence, 3 h; 100 = double the neutral-control signal; activation, % at 12.5 µM; AID 504775;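 active means mean replicate activation of at least 60% and every replicate at or above 60%; inconclusive means mean or all-replicate condition met, but not both; inactive means mean below 60% and not all replicates reaching 60%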;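 further: 0% = median plate neutral-control signal and 100% = twice that signal; values of inactives mirror those of a sister screen read the other way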
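Material – SR-BI-overexpressing, LDLR-lacking CHO cells · Medium – BSA-supplemented, HEPES-buffered Ham's F12, pH 7.4 · Doses – single concentration · Times – compound with DiI-HDL co-incubation, 3 h at 37 °C · Measured by – bottom-read fluorescence, 550/595 nm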
CAL PDZ FP-1 – CAL PDZ (human) peptide binding inhibition; purified CAL PDZ, TMR-peptide fluorescence polarization, 1 h; inhibition, % at 24.9 µM; actives 0.92% (n = 300,000); AID 602252;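 active means mean inhibition of at least 30% with at least half of replicates also reaching 30%; inconclusive means no clear call, values can overlap the other calls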;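 further: 0% = DMSO neutral control and 100% = excess unlabeled competitor peptide PRC23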
PKA-R2B act – activates the human PKA-R2B holoenzyme complex; P22694+P31323; PKA-R2B holoenzyme dissociation, Cy5-IP20 fluorescence polarization; R2B truncated from residue 108, S112A mutant; 0% DMSO only, 100% 113 µM cGMP; activation, % at 11.4 µM; actives 0.079% (n = 340,000); AID 504700;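 active means activation above a cutoff set at the mean over all compounds plus 3 SD, cut at about 18% in these data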;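 further: higher means more holoenzyme dissociation and a rise in polarization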
Target sequence (P31323 whole entry, looked up, other chains not shown, the tested form may be a part): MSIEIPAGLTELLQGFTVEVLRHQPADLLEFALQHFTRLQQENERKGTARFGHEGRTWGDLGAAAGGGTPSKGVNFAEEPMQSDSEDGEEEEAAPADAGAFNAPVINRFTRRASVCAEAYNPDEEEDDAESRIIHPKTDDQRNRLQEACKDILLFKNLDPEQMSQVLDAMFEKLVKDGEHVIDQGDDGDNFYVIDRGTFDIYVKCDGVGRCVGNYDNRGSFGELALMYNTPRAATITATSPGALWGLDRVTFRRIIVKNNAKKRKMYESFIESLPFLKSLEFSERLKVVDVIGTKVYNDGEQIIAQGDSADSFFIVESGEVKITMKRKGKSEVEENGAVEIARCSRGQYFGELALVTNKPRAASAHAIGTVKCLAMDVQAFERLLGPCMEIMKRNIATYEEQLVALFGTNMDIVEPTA
C-LANA FP – KSHV C-LANA DNA binding inhibition; MBP-C-LANA/FAM-LBS DNA binding, fluorescence polarization; inhibition, % at 9 µM; actives 0.078% (n = 340,000); AID 504423;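 active means highest replicate inhibition at or above 60% at 9 µM, even if other replicates fall short; inactive means all replicates below 60% inhibition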;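 further: 0% = neutral control wells and 100% = 4 µM acridine orange control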
CAL PDZ FP-2 – human CAL PDZ-peptide interaction inhibition. Q9HD26. AID 504414. purified CAL PDZ, TMR-peptide fluorescence polarization, 1 h. inhibition, % at 20 µM. actives 0.02% (n = 330,000);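 active means highest replicate inhibition of at least 40%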;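 further: plate controls were DMSO neutral control wells for no effect and unlabeled competitor peptide control wells for full effect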
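System: tagged CAL PDZ domain. Schedule: 1 h room-temperature incubation prior to read. Signal: fluorescence polarization (mP). Measure: percent inhibition from loss of millipolarization.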
Keap1 Nrf2 FP – disrupts human Keap1 binding to Nrf2 peptide; Keap1 Kelch-Nrf2 peptide fluorescence polarization, 1536-well; AID 504523; inhibition, % at 9.4 µM; actives 0.15% (n = 340,000); in the data active means inhibition above about 12%; inconclusive means no clear call, values can overlap the other calls; inactive means below about 7.3%;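 further: human Keap1 Kelch domain with fluorescein labeled Nrf2 9mer peptide probe; 0% = neutral control wells and 100% = peptide positive control; higher means more block of Keap1 binding to Nrf2 peptide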
Target sequence (Q14145 whole entry, looked up, the tested form may be a part): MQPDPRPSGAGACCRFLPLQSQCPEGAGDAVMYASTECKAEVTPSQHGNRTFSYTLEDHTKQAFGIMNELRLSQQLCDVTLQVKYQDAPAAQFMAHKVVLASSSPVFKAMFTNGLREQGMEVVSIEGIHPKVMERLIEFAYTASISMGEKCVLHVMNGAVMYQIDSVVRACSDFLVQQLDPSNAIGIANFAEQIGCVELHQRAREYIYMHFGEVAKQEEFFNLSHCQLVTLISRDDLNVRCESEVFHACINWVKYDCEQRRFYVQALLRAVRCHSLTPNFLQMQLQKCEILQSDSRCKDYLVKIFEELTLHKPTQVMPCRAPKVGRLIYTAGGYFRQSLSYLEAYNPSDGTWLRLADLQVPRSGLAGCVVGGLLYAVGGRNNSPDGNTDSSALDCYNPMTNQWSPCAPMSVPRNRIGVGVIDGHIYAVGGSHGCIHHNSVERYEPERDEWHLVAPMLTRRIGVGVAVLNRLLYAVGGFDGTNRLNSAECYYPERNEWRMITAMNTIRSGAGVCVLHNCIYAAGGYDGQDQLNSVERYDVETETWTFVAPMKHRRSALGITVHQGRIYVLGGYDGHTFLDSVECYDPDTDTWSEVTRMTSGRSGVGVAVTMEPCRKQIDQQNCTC
DAGLB inhibitor – diacylglycerol lipase beta (human) inhibition; HEK293T DAGLB membrane lysate, EnzChek fluorogenic substrate; inhibition, % at 5.17 µM; actives 0.059% (n = 340,000); AID 504411; in the data active means inhibition above about 34%;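 further: 0% = enzyme with vehicle and 100% = wells lacking enzyme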
RTF Ca sens inh – cardiac RTF calcium desensitization | P19429+P45379 | inhibition, % at 7.15 µM | actives 0.12% (n = 340,000) | IANBD-labeled cardiac RTF, Ca2+ fluorescence;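 active means inhibition above the mean inhibition of all tested compounds plus 3 SD, cut at about 17% in these data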;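 further: assay run at fixed EC70 calcium of 1.6 mM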
Starred values were filed as active, the others as inactive; ? = inconclusive; · = no result given.

Order of values: PKA-R2B act, cardiac RTF act, C-LANA FP, DAGLB inhibitor, Rtt109 Vps75, CAL PDZ FP-1, CAL PDZ FP-2, Keap1 Nrf2 FP, SR-BI uptake up, RTF Ca sens inh
Cc1c(NC(=O)c2cccc(F)c2)c(=O)n(-c2ccccc2)n1C
  7, 0, 1.3, -1, -3, -4, 0.4, 2, 17, -11
CN(C)c1c(F)cc(C(=O)NC(=O)NCc2cccnc2)cc1F
  10, 1, 1.4, 0, 2, 0, -1.2, -2, 26, -3
O=C(CCCn1c(SCC(=O)c2ccc(Cl)cc2)nc2ccccc2c1=O)NCc1ccco1
  3, 0, 1.1, 3, -6, -1, -0.2, -3, -14, -1
O=C(Nc1cccnc1)C1(F)C(F)(F)C(F)(F)C(F)(F)C(F)(F)C1(F)F
  -10, -3, -0.6, -2, -6, -8, 0.4, 2, 50, -5
COc1ccc(NC(=O)CN2CCCCCC2)cc1OC
  9, -3, 2.2, 0, -7, 5, -2.0, 7, ·, 8
O=S(=O)(/N=C(/Nc1ccccn1)c1ccccc1)c1ccc(F)cc1
  -10, -1, -1.4, 2, -3, -5, -0.3, 1, 2, -9
OC(COc1ccc2c(c1)CCC2)Cn1cnc2ccccc21 (stereo not given)
  10, -1, 3.4, -2, 9, -3, -4.3, -5, -9, -9
COc1cccc(-n2c(COc3ccccc3C)nnc2SCC(=O)O)c1
  7, 1, -1.2, 4, 2, 2, -0.3, 0, 15, -3
Cc1ccc(S(=O)(=O)Nc2ccc3oc(=O)sc3c2)c(C)c1
  3, 1, 4.3, 5, ?, -1, -0.9, 6, -4, -5
COc1ccccc1C1=NC(c2ccc(C)cc2)N=C1C (stereo not given)
  -8, 0, 2.6, -6, -17, -4, -2.9, 2, -28, -8
O=[N+]([O-])c1ccc(NC(=S)N/C(=N/CS(=O)(=O)c2ccccc2)c2ccccc2)cc1
  1, 3, 1.7, 0, 2, -4, -0.4, -7, -38, -2
COc1ccc(CN2CCC(n3nccc3NC(=O)c3cccc(F)c3)CC2)cc1O
  -12, -4, 0.2, -1, 3, -1, -2.5, -2, 13, -10
O=C(c1ccc(-c2cccc(C(F)(F)F)c2)o1)N1CCN(c2ccccc2)CC1
  -12, 4, -2.1, -4, 6, -2, 0.1, -4, 21, -1
COc1cc(C=C2C(=O)OC(c3ccccc3)OC2=O)cc(Br)c1O (stereo not given)
  -5, 5, 0.0, -5, 2, -6, -1.5, -3, -4, 0
CN(CCc1ccccn1)C(=O)CCC1CCCN(C(=O)c2c3c(nn2C)CCCC3)C1 (stereo not given)
  -2, 4, -0.5, 3, -2, 2, -0.8, 0, 50, -4
O=C(NCc1ccc2c(c1)OCO2)c1cc2ccccc2oc1=O
  -3, -1, -0.6, -3, 3, -4, -1.6, -4, 14, 2
Cc1cccc(C)c1NC1=NC2(CCCCC2)N=C(N)N1
  -10, 1, 0.9, -3, -1, -1, 0.1, -3, 16, -2
O=C(NC1CCN(C(=O)Nc2ccc(F)cc2)CC1)c1ccccc1F
  -9, 1, -4.7, 0, 3, 9, -1.9, -3, ·, 3
CC(Oc1ccccc1F)c1ccnc2nc(/N=C/N(C)C)nn12 (stereo not given)
  3, 1, -1.1, 2, -2, 1, -1.1, -2, 7, -8
COc1ccccc1OCCNC(=O)Nc1cc(F)c(F)cc1Cl
  -3, 6, -1.3, -2, 2, -1, -5.7, 0, -25, -4
CCOc1cccc2sc(N(CCN(CC)CC)C(=O)c3ccc(S(=O)(=O)N4CCCC4)cc3)nc12
  -2, 1, -0.8, 0, 10, -2, 13, -3, -36, -1
CCOc1ccc(N2CC(C(=O)Nc3ccc(S(=O)(=O)N4CCOCC4)cc3)CC2=O)cc1 (stereo not given)
  0, 1, 0.5, 0, -4, -4, -1.0, -1, -7, -8
Cc1cc(C)n(CCCN2CCC(C(=O)Nc3cccc(-c4cccc(F)c4)c3)CC2)n1
  -5, -3, -2.7, -2, 7, -2, -2.9, -1, -18, -2
COc1ccc2[nH]c(=O)c(CN(C(=O)c3ccncc3)C(C)C)cc2c1
  -8, -4, 1.4, 0, 6, 1, -1.2, 0, 30, -16
CN(C)CCCN(C(=O)c1ccc(S(=O)(=O)N2CCOCC2)cc1)c1nc2cc3c(cc2s1)OCO3
  2, 2, -1.9, 0, 1, -4, -2.3, -2, 8, -3
COC(=O)c1c(NC(=O)CSc2nnnn2-c2ccc3c(c2)OCO3)sc(C)c1C
  0, 3, 2.5, 0, 2, 0, 0.5, -2, -1, -1
COc1cc(Br)c(CC2c3cc(OC)c(OC)cc3CCN2C)cc1OC (stereo not given)
  -13, -2, 3.3, -2, -5, -11, -1.4, -2, -2, 2
CCN(CC)S(=O)(=O)c1ccc(OC)c(NC(=O)C(C)Oc2ccc3c(C)cc(=O)oc3c2)c1 (stereo not given)
  -12, -5, 0.0, 1, 6, -3, -1.5, -6, -43, 2
CC(C)(C)NCC(=O)c1c[nH]c2ccccc12
  6, -7, 0.3, -1, -7, -1, -2.5, -5, 6, 2
CC[C@H]1OC(=O)[C@H](C)[C@@H](O[C@H]2C[C@@](C)(OC)[C@@H](O)[C@H](C)O2)[C@H](C)[C@@H](O[C@@H]2O[C@H](C)C[C@H](N(C)C)[C@H]2O)[C@](C)(O)C[C@@H](C)C(=NOCOCCOC)[C@H](C)[C@@H](O)[C@]1(C)O
  -10, -2, 2.1, 0, 1, -6, -0.6, -2, 1, 6

Single entries from above.
Reading of CC[C@H]1OC(=O)[C@H](C)[C@@H](O[C@H]2C[C@@](C)(OC)[C@@H](O)[C@H](C)O2)[C@H](C)[C@@H](O[C@@H]2O[C@H](C)C[C@H](N(C)C)[C@H]2O)[C@](C)(O)C[C@@H](C)C(=NOCOCCOC)[C@H](C)[C@@H](O)[C@]1(C)O in Keap1 Nrf2 FP: -2
Reading of CN(CCc1ccccn1)C(=O)CCC1CCCN(C(=O)c2c3c(nn2C)CCCC3)C1 (stereo not given) in C-LANA FP: -0.5
Reading of Cc1ccc(S(=O)(=O)Nc2ccc3oc(=O)sc3c2)c(C)c1 in CAL PDZ FP-1: -1
Reading of COc1ccccc1OCCNC(=O)Nc1cc(F)c(F)cc1Cl in RTF Ca sens inh: -4
Reading of CC(Oc1ccccc1F)c1ccnc2nc(/N=C/N(C)C)nn12 (stereo not given) in PKA-R2B act: 3

(continued)
Order of values: PKA-R2B act, cardiac RTF act, C-LANA FP, DAGLB inhibitor, Rtt109 Vps75, CAL PDZ FP-1, CAL PDZ FP-2, Keap1 Nrf2 FP, SR-BI uptake up, RTF Ca sens inh
CC(=O)Nc1ccc(N2C(=O)C3C4CC(=O)C(c5ccccc54)C3C2=O)cc1 (stereo not given)
  -8, -2, -1.1, 3, -15, -3, 0.7, 0, 14, -6
CCS(=O)(=O)N1Cc2ccccc2CC1C(=O)Nc1ccc(F)c(F)c1F (stereo not given)
  -10, 0, -2.8, -3, 3, 0, -0.7, -5, ·, 4
O=C(CN1CCNCC1)Nc1ccc(Oc2ccccc2)cc1
  -2, 0, 1.0, -2, 0, -5, -1.2, -1, 44, -3
COc1cccc(S(=O)(=O)NC2CCN(C#N)C2)c1 (stereo not given)
  -8, 6, 0.5, 1, 5, -2, -0.6, -6, 12, 0
CC1CC(C)CN(C(=O)CCNC(=O)Cn2cnc3ccccc3c2=O)C1 (stereo not given)
  -9, -4, -2.0, -5, 2, 0, -2.1, -7, 10, -10
CC(=O)NNC(=O)c1sc(=S)n(C)c1C
  1, 1, -0.1, 0, 6, 7, 0.0, -1, 5, 3
COCCNC(=O)C(C)N(c1ccc(OC)cc1)S(C)(=O)=O (stereo not given)
  6, 9, 1.0, 3, 15, -4, -2.5, -2, 1, -14
O=[N+]([O-])c1ccccc1S(=O)(=O)N1CCCC(C(F)(F)F)C1 (stereo not given)
  -10, -1, -7.6, 1, 5, -6, 1.8, -2, 18, 1
Cc1ccc(-n2nc(C)cc2NC(=O)c2ccc(C)s2)cc1
  3, -4, -0.5, 1, -4, 0, -1.0, -4, -87, 4
COc1ccccc1NC(=S)NC1CCCCCCCCCCC1
  -2, 0, -1.3, -11, -7, -3, 0.7, -1, -48, -4
O=S(=O)(Nc1ccon1)c1ccc(Br)s1
  5, -7, 0.3, 2, 2, -7, -2.3, -6, 6, 1
CC1CCCCC1NC(=O)Cn1cnc2c1c(=O)n(C)c(=O)n2C (stereo not given)
  12, 4, 0.2, 3, -5, ·, -3.4, -5, -10, -6
CC1=C(C(=O)c2ccccc2)C(c2ccc(O)cc2)NC(=S)N1 (stereo not given)
  8, 0, -1.1, -3, 2, -4, -0.7, 2, ·, -4
O=c1[nH]c2ccccc2nc1C(Nc1ccccc1)c1ccccc1 (stereo not given)
  -7, -3, -0.6, 2, -34, 8, 1.7, -1, 42, -2
CC[C@H](C)[C@@H](CN[C@H](C)CNC)NCCC(c1ccccc1)c1ccccc1
  4, -4, 2.4, 5, 9, 0, -0.8, -3, 25, 3

Entries of single compounds as entered above:
CC1CCCCC1NC(=O)Cn1cnc2c1c(=O)n(C)c(=O)n2C (stereo not given) reads PKA-R2B act: 12; cardiac RTF act: 4; C-LANA FP: 0.2; DAGLB inhibitor: 3; Rtt109 Vps75: -5; CAL PDZ FP-1: ·; CAL PDZ FP-2: -3.4; Keap1 Nrf2 FP: -5; SR-BI uptake up: -10; RTF Ca sens inh: -6
CCS(=O)(=O)N1Cc2ccccc2CC1C(=O)Nc1ccc(F)c(F)c1F (stereo not given) reads PKA-R2B act: -10; cardiac RTF act: 0; C-LANA FP: -2.8; DAGLB inhibitor: -3; Rtt109 Vps75: 3; CAL PDZ FP-1: 0; CAL PDZ FP-2: -0.7; Keap1 Nrf2 FP: -5; SR-BI uptake up: ·; RTF Ca sens inh: 4
